# TSG101-PTAP inh = blocks PTAP/TSG101 interaction to inhibit HIV-1 budding. Fluorescence polarization, FITC-PTAP peptide / Tsg101 binding. Potency, µM (top dose mostly 115 µM), for inactives: at the highest dose activity change, negative = inhibition, actives largely listed as inhibitors. 340,000 tested, under 10 active. AID 493005; active = well fitted inhibition curve with a large enough effect in the main read-out, with a control signal flat, not every such curve was filed as active; inconclusive = small, poorly fitted or top-dose-only effect, or effect the other way, or a change in a side signal; inactive = no such curve, though single readings can be large or run the other way; also: potency is read from the fitted curve at half-maximal effect; % of control where 0% means no effect
#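 Steps: Tsg101 binding domain dispensed (10 uM final), compounds pinned in DMSO, FITC-labeled PTAP-motif peptide added (50 nM final); after 20 min binding at room temperature, polarization measured.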
# Menin-MLL TR inh = menin-MLL binding inhibition, Texas Red mutant peptide. Potency, µM (doses to about 61.6 µM), without a hit: top-dose FP activity change, negative = inhibition, usual class: inhibitors. Menin + Texas Red MLL mutant peptide, fluorescence polarization. 0.23% of 270,000 active. AID 1768; active = well fitted inhibition curve with a large enough effect in the polarisation, with a control signal flat, not every such curve was filed as active; inconclusive = small, poorly fitted or top-dose-only effect, or effect the other way, or a change in a side signal; inactive = no such curve, though single readings can be large or run the other way; the % refers to the polarisation; also: potency is read from the fitted curve at half-maximal effect; % of control where 0% means no effect; many of its hits are not listed in these tables
# Target sequence (O00255 whole entry, looked up): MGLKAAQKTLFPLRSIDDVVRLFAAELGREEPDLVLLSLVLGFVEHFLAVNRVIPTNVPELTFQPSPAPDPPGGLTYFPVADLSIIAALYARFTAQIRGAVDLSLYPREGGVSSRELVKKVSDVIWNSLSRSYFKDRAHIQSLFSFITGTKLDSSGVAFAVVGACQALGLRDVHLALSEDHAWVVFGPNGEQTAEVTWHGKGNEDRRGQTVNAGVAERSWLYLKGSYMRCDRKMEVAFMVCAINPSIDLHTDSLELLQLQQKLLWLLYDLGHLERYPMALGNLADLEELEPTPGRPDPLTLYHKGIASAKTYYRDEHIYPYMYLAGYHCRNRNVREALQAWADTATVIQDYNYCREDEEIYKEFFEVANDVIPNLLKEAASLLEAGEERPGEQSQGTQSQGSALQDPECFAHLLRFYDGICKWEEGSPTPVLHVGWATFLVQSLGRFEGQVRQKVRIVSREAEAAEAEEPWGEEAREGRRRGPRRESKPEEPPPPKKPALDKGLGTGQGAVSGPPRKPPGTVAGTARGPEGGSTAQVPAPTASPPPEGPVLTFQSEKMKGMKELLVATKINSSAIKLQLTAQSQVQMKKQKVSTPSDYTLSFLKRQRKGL
# S-ASM inh = blocks human secretory acid sphingomyelinase; P17405; placental ASM, HMU-PC fluorogenic substrate, 60 min; Potency, µM (series often up to 57.5 µM), for the others: at the top dose activity change, negative = inhibition, usual class: inhibitors; 0.006% of 340,000 active; AID 504937; also: potency is read from the fitted curve at half-maximal effect
#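 Steps: dispense placental human ASM, pin compound, wait 10 min at room temperature, add HMU-PC0 substrate at 9 uM final, incubate 60 min at 37 °C, add stop solution raising pH to 10, read fluorescence.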
# TSHR antag = human thyrotropin receptor antagonism. activity change, negative = inhibition, % at 11.5 µM. P16473. TSHR-expressing cells, TSH-stimulated cAMP HTRF, 2 h; hits give low values. 0.2% of 330,000 active. AID 504810;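 active = activity change below a set negative limit, meaning inhibition stronger than a set level, cut at about -70% in these data; inconclusive = activity change between two set negative limits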; also: % is scaled to controls: 0 for no effect and ±100 for the full control effect
#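 Competitive HTRF cAMP read-out (cryptate anti-cAMP antibody, cAMP-d2; 30 min, room temperature) in freshly harvested TSHR cells. Compounds added before TSH at EC80 (4nM final), followed by 2 hours' incubation at 37 deg C.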
# Mito fusion yeast = inhibitors of mitochondrial division or activators of mitochondrial fusion. S. cerevisiae fusion-defective mutant growth rescue, CellTiterGlo 48 h. Potency, µM (doses to about 46.1 µM), for inactives: top-dose growth rescue (activation), actives largely listed as activators. 0.23% of 320,000 active;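 also: potency is read from the fitted curve at half-maximal effect; % of control where 0% means no effect; nearly all actives have a fitted effect of over 45% in size; temperature-sensitive fusion mutants such as fzo1-1 at 37 °C on non-fermentable ethanol glycerol medium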
#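 S. cerevisiae fusion-defective temperature-sensitive mutants (e.g. fzo1-1, mgm1-5) grown 48 h at 37C in YPEG (ethanol/glycerol non-fermentable) medium with 23 nl compound per well; growth rescue read as CellTiterGlo luminescence.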
# MBNL1 CUG block = inhibitors of human MBNL1 binding to CUG repeat RNA; 0.036% of 280,000 active; Q9NR56; Potency, µM (titrated, usually from 57.5 µM), without a hit: at the top dose activity change, negative = inhibition, hits mostly inhibitors; TR-FRET MBNL1-His/biotin-(CUG)12 binding, 665/545 ratio; active = well fitted inhibition curve with a large enough effect in the signal ratio, with a control signal flat, not every such curve was filed as active; inconclusive = small, poorly fitted or top-dose-only effect, or effect the other way, or a change in a side signal; inactive = no such curve, though single readings can be large or run the other way; the % refers to the signal ratio; also: potency is read from the fitted curve at half-maximal effect; % is scaled to controls: 0 for no effect and ±100 for the full control effect
# Target sequence (Q9NR56 whole entry, looked up): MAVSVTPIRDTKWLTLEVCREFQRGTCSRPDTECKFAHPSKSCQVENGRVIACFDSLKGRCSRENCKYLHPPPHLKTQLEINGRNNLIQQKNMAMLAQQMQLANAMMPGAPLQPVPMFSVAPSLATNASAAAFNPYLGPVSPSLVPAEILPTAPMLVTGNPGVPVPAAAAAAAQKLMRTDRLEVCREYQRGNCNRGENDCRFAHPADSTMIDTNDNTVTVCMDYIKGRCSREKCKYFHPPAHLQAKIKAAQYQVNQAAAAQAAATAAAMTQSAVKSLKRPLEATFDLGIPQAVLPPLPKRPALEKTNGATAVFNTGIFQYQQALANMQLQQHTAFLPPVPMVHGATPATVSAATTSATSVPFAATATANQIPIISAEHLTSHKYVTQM
#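 TR-FRET between His-tagged MBNL1 and biotin-(CUG)12 RNA, detected with Tb anti-His antibody (0.055 ng/ul) and streptavidin-XL665 (5 nM), 60 min at room temperature. Compounds titrated 92 nM to 58 uM; 665/545 nm ratio normalized to buffer and complex controls.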
# TCR activator = T cell receptor activation; AID 504894; Potency, µM (top dose mostly 9.22 µM), without a hit: at the highest dose activation of IL-2 secretion, most hits filed as activators; 330,000 tested, under 10 active; primary human leukocytes, anti-CD3, IL-2 HTRF, 48 h; also: % of control where 0% means no effect
#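 1) Mix primary human leukocytes, a-CD3 beads and compound. 2) Incubate 48 hr. 3) Add HTRF IL-2 reagents (a-IL-2-K, a-IL-2-d2).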
# A-T KAP1 phos = potential ataxia-telangiectasia treatment. 0.19% of 320,000 active. Potency, µM (top dose mostly 57.5 µM), without a hit: top-dose activation, most hits filed as activators. […] A-T fibroblasts, KAP-1 phosphorylation AlphaLISA; neocarzinostatin DNA damage 30 min before lysis; also: potency is read from the fitted curve at half-maximal effect; % of control where 0% means no effect; nearly all actives have a fitted effect of over 45% in size
#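 ATM-like activity read as KAP-1 phosphorylation via AlphaLISA donor/acceptor antibody pairs after lysis and 6 hr at 25C. Cells were ATM-null patient fibroblasts ([…], hTERT), dosed 60 min, then exposed to the DSB inducer NCS for 30 min.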
# CXXC DNA block = blocks binding of human MLL CXXC domain to DNA; Q03164; MLL-CXXC / FITC-HOXA9 DNA fluorescence polarization; Potency, µM (titrated, usually from 115 µM), without a hit: at the highest dose activity change, negative = inhibition, usual class: inhibitors; 0.037% of 290,000 active; AID 2662; active = well fitted inhibition curve with a large enough effect in the polarisation, with a control signal flat, not every such curve was filed as active; inconclusive = small, poorly fitted or top-dose-only effect, or effect the other way, or a change in a side signal; inactive = no such curve, though single readings can be large or run the other way; the % refers to the polarisation; also: potency is read from the fitted curve at half-maximal effect
#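 Steps: dispense CXXC domain solution (7 uM) → pin compounds or unlabeled HOX-A9 DNA control → 5 min ambient → add FLSN-HOX-A9 solution (50 nM) → spin → 30 min ambient → fluorescence polarization. Tris pH 7.5/NaCl/DTT/BSA buffer.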
# Integrin act MD = integrin-mediated muscular dystrophy alleviation activation; alpha7betagal myoblasts, beta-gal FDG fluorescence, 48 h; Potency, µM (doses to about 38.3 µM), for inactives: at the highest dose activation, most hits filed as activators; 0.064% of 350,000 active; AID 624291;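 also: potency is read from the fitted curve at half-maximal effect; 100% = response of the positive control SU9516; nearly all actives have a fitted effect of over 60% in size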
#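 alpha7betagal+/- myoblasts (passage 13, 250/well) treated 48 h at 37C with compounds at 1:260 dilution of DMSO stock. Lysed, then beta-galactosidase activity read as FDG fluorescence (ex 480/em 540) after 30 min, with pre-read for autofluorescence.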
# Active calls of the source: *; i = inactive; ? = inconclusive; / = not tested or not shown; [ ] = remark or other dose. Unless noted, calls follow the shape of the dose curve; as a rule, active = well fitted curve in the direction sought with a large enough effect; inconclusive = small, poorly fitted or top-dose-only effect, or another doubt; inactive = no such curve, though single readings can be large; an effect the other way counts as inactive or inconclusive. Some of the compounds tested (hit frequency here may not be typical).
mol | TCR activator | A-T KAP1 phos | Mito fusion yeast | CXXC DNA block | TSG101-PTAP inh | Menin-MLL TR inh | Integrin act MD | MBNL1 CUG block | TSHR antag | S-ASM inh
COc1ccc(Cl)cc1NC(=O)Nc1cnccn1 | 2% | -19% | -1% | 20% | -2% | ? | -51%[inhibitor] | -3% | -12 | -1%
O=C(N/N=C/c1ccc(Cl)c([N+](=O)[O-])c1)C1CC1 | -8% | -5% | 3% | 3% | -8% | 23% | -35% | / | 2 | 0%
Cc1cc(C)c(S(=O)(=O)c2cccc(C(F)(F)F)c2)c(=O)[nH]1 | -3% | 3% | 4% | 12% | 1% | 6% | 2% | -3% | -1 | 0%
CN1c2ccccc2-c2nc3ccccc3n2C1c1cccs1 (stereo not drawn) | 4%[46.1 µM] | ? | ? | -3% | 1% | 9% | 9% | 17% | -14 | i
COc1ccc(Nc2ncnc3ccccc23)cc1 | 2% | -1% | 1% | 8% | 1% | / | 19% | 0% | -6 | -3%
O=C(COc1ccc2c(-c3ccccc3)cc(=O)oc2c1)NCc1cccs1 | -5%[46.1 µM] | 7% | -6% | 8% | -1% | -7% | -6% | 11% | -9 | 10%
COC(CNS(=O)(=O)c1cc2c3c(c1)CCN3C(=O)CC2)OC | -2% | -5% | 6% | 0% | -5% | 6% | 13% | -3% | 0 | 1%
CCN1C(=O)S/C(=C/c2ccc(Sc3nc4ccccc4[nH]3)o2)C1=O | 4%[46.1 µM] | -1% | ? | 35%[activator] | 0% | -4% | 0% | ? | -12 | -9%
Cc1ccc(NC(=O)CCN2C(=O)c3ccccc3S2(=O)=O)cc1C | 7% | -2% | 1% | / | -4% | / | -3% | / | -5 | -2%
CCc1ccc(C(=O)COC(=O)C(Cc2ccccc2)NC(=O)c2ccc(Cl)cc2)cc1 (stereo not drawn) | -1% | 1% | 1% | 3% | -3% | 21% | -10% | -8% | -13 | -1%
COC(=O)c1sccc1-n1cccc1C(=O)NCc1ccccc1 | -1% | -4% | 0% | -5% | -8% | 9% | -35% | -10% | -5 | -1%
CC(=O)c1c(C)[nH]c(C(=O)OCC(=O)c2ccc(C)s2)c1C | -6% | -1% | -3% | / | -2% | / | -2% | / | -26 | -5%
CC1(C)Cc2nc3sc4c(NCCO)ncnc4c3cc2CS1 | 5% | 12% | 3% | ? | -7% | / | 0% | / | -3 | 2%
N=C1/C(=C\c2ccc(OC(=O)c3ccco3)cc2)C(=O)N=C2SC=NN12 | -3% | -2% | 7% | 4% | -3% | -3% | 1% | ? | 6 | 15%
COc1ccc(NC(=O)CCc2nc(-c3ccc(C)cc3)no2)cc1Cl | -2% | 5% | 3% | -2% | 0% | 5% | -31%[inhibitor] | 5% | -21 | -20%
Cc1[nH]c(=O)c(C#N)c2c1COC(C)(C)C2 | -2% | 2% | 2% | 4% | -5% | 6% | 2% | 4% | 5 | 3%
Cc1cc(NC(=O)CSc2nc3ccsc3c(=O)n2CCCC(=O)NCCc2ccccc2)no1 | 2% | 2% | ? | -5% | -1% | -9% | -24% | 1% | -9 | -4%
COc1ccc(C(=O)NCC2CCCN2S(=O)(=O)c2cccs2)cc1 (stereo not drawn) | -2% | 0% | 3% | / | -2% | / | 18% | / | 17 | 0%
CNC(=S)N(Cc1cc2cc(C)cc(C)c2[nH]c1=O)C1CCCC1 | 3% | 2% | 0% | 0% | -6% | -10% | 5% | 13% | -8 | -1%
Cc1cccc(NC(=O)CSc2nc(N)c(NC(=O)c3cccs3)c(=O)[nH]2)c1 | 2% | 3% | 0% | 11% | -6% | 16% | 6% | 2% | 8 | 4%
CCCCS(=O)c1c(O)c2ccccc2[nH]c1=O (stereo not drawn) | 1%[46.1 µM] | 1% | 0% | 2% | -2% | -3% | 4% | 0%[11.5 µM] | 2 | 3%
O=[N+]([O-])c1ccc(C2CCCC/C2=N/OCc2ccccc2F)c([N+](=O)[O-])c1 (stereo not drawn) | -2% | 0% | -4% | -5% | -4% | / | -7% | 17% | -8 | -10%
Cc1cc(C)n(C(C[N+](=O)[O-])c2ccc(Cl)cc2)n1 (stereo not drawn) | 8% | 4% | 29% | 9% | -6% | / | -19% | -16% | -13 | -2%
Cc1ccc(-c2nc(CS(=O)CC(=O)NCCCN3CC(C)CC(C)C3)c(C)o2)cc1 (stereo not drawn) | 3% | -4% | -1% | 7% | -2% | -6% | -48%[inhibitor] | 8% | 0 | 4%
O=C(CCSCc1cccc(Cl)c1)NCCc1ccc(Cl)cc1 | 4%[46.1 µM] | 5% | 24% | 3% | -5% | 5% | 13% | 4% | -16 | -2%
CC(C)Oc1ccc(C2CC(=O)N(c3cccc(C(=O)O)c3)C2=O)cc1 (stereo not drawn) | 1% | 9% | 2% | 6% | 4% | -1% | 7% | -1% | -2 | 2%
CN(CCO)c1nc(N)c2c(N)nc3c(c2c1C#N)CC(=O)N3Cc1cccs1 | -3% | 7% | -5% | 1% | -2% | 54%[activator] | -14% | / | -3 | 430%[activator]
O=c1[nH]nc(SCCS(=O)(=O)c2ccc(F)cc2)n1-c1ccccc1 | 1% | 7% | -5% | 4% | -1% | / | -13% | / | 6 | -4%
CCc1c(C)nc2ncnn2c1N1CCC(C(=O)Nc2ccc(C)cc2)CC1 | / | 0% | 1% | 8% | -10% | 2% | -22% | 0% | -15 | 1%
O=C(Nc1cccc(C(F)(F)F)c1)NC1CCCCC1 | -12% | / | 0% | 2% | -1% | 6% | 29% | -9% | -1 | -2%

# Three records drawn at random from the list so far, as already listed:
mol | TCR activator | A-T KAP1 phos | Mito fusion yeast | CXXC DNA block | TSG101-PTAP inh | Menin-MLL TR inh | Integrin act MD | MBNL1 CUG block | TSHR antag | S-ASM inh
CN(CCO)c1nc(N)c2c(N)nc3c(c2c1C#N)CC(=O)N3Cc1cccs1 | -3% | 7% | -5% | 1% | -2% | 54%[activator] | -14% | / | -3 | 430%[activator]
Cc1cc(C)n(C(C[N+](=O)[O-])c2ccc(Cl)cc2)n1 (stereo not drawn) | 8% | 4% | 29% | 9% | -6% | / | -19% | -16% | -13 | -2%
O=c1[nH]nc(SCCS(=O)(=O)c2ccc(F)cc2)n1-c1ccccc1 | 1% | 7% | -5% | 4% | -1% | / | -13% | / | 6 | -4%

# (list continues)
mol | TCR activator | A-T KAP1 phos | Mito fusion yeast | CXXC DNA block | TSG101-PTAP inh | Menin-MLL TR inh | Integrin act MD | MBNL1 CUG block | TSHR antag | S-ASM inh
Cc1ccc(C)c(N2CCN(C(=O)c3ccc4c(c3)c(C)c(C)n4C)CC2)c1 | 3% | 4% | 0% | 2% | -3% | -10% | -41% | 8% | 35 | -15%
O=S(=O)(Nc1ccccc1N1CCOCC1)c1c(F)cc(F)cc1Br | 1% | 4% | / | / | -1% | / | -4% | / | / | 1%
N#CC1=C(N)Nc2nc3ccccc3n2C1c1ccc(Cl)cc1 (stereo not drawn) | -5%[46.1 µM] | 0% | ? | -2% | 0% | ? | -3% | / | 0 | 1%
Clc1cccc(OCCCCN2CCCCC2)c1 | 0% | 3% | -2% | -3% | -3% | 5% | -17% | 1% | 3 | -3%
COc1ccccc1NC(=O)Nc1ccc(C)cn1 | 3% | -11% | -1% | 8% | 0% | ? | -44% | -3% | -10 | -1%
Cc1ccc(S(=O)(=O)N2CCCC(C(=O)NCC3CCCO3)C2)cc1 (stereo not drawn) | 5% | -4% | 0% | -1% | -1% | 6% | -31%[inhibitor] | -3% | -5 | -1%
CC1CCCCC1NC(=O)COn1nnc2ccc(Cl)cc21 (stereo not drawn) | -6% | / | 0% | -11% | -2% | -8% | -21% | -2% | 5 | 4%
CC(C)[C@H](NS(=O)(=O)c1ccc(Cl)cc1)C(=O)OCC(=O)NCCN1C(=O)CSC1=O | 5% | 21% | -1% | 19% | -8% | 16% | 5% | -3% | 4 | -1%
O=S(=O)(Cc1noc(-c2ccccc2Cl)n1)c1ccccn1 | -15% | 4% | 0% | 7% | 1% | / | 9% | / | -4 | 5%
COc1ccc(CN(Cc2ccccn2)S(=O)(=O)c2ccc(-n3cnnn3)c(OC)c2)cc1 | -1% | 2% | 9% | 0% | -8% | -1% | 1% | 12% | -6 | -5%
COc1ccccc1OCCC(=O)N1CCN(c2ccccc2OC)CC1 | 3% | -14% | 0% | -16% | -7% | / | 10% | 1% | -7 | -2%
